# TRPC4 block: inhibitors of mouse TRPC4 channel, primary screen, Fluo4 calcium, HEK293 TRPC4beta/mu-opioid cells; Short transient receptor potential channel 4 (Mus musculus), Q9QUQ5; DAMGO-evoked Fluo4 calcium flux; hits give low values; B-score at 10 µM; 300,000 compounds, 0.39% hits; AID 2247, 2010;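 active = B-score over 3 SD under the library average, no early fluorescence shift, positive overall ratio signal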
# Target sequence (Q9QUQ5 whole entry, looked up): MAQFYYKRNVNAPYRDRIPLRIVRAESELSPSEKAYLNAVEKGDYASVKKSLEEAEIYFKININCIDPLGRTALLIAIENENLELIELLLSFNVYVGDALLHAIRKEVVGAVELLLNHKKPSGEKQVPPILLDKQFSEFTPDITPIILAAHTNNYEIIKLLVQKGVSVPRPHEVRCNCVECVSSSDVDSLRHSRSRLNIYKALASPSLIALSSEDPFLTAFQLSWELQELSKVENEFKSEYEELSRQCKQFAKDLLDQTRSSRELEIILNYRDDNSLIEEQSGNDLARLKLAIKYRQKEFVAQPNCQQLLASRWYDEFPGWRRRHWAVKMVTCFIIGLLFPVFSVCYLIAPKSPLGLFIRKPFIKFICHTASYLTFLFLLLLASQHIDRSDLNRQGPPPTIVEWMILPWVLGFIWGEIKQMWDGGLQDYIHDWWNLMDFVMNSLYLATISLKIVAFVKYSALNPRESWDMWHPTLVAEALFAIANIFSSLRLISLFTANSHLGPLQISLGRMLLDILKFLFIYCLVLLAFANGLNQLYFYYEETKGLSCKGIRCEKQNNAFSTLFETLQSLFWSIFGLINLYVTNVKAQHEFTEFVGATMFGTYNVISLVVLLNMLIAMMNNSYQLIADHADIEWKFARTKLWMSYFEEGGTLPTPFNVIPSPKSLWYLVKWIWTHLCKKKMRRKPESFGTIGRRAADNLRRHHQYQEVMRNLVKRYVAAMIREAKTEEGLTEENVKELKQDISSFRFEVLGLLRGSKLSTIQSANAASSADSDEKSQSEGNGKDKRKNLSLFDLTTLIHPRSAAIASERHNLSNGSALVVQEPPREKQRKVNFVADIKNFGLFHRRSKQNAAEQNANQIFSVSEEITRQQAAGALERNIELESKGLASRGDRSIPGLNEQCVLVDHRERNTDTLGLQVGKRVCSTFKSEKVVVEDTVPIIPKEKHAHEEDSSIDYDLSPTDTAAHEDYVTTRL
#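 Material: HEK293 cells with stable TRPC4beta plus mu-opioid receptor expression / Probe or stimulus: DAMGO in two steps, submaximal then maximal / Compound: single concentration per test compound / Technique: kinetic Fluo4 fluorescence imaging of calcium influx / Read-out: per-well B score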
# DYRK1A inh: rat Dyrk1A kinase inhibitors, primary screen, biochemical, single point, plate reader; AID 504441, 2011; Dual specificity tyrosine-phosphorylation-regulated kinase 1A (Rattus norvegicus), Q63470; 310,000 compounds, 0.43% hits; inhibition, % at 12.5 µM; ADP-Glo luminescence, NFATc1 peptide; in the data active = inhibition above about 50%;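 note: plate controls were vehicle with enzyme for no effect and no enzyme for full effect; many of its hits are not listed in these tables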
# KCNK9 inh: KCNK9 potassium channel inhibitors, primary screen, HEK293 cells, thallium flux. Potassium channel subfamily K member 9 (Homo sapiens), Q9NPC2. B-score at 10 µM. FluxOR thallium flux fluorescence; hits give low values. 310,000 compounds, 1.2% hits;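 active = ratio B-score over 3 SD below the library mean, with starting fluorescence within 5 SD of its mean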;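 note: negative B-score means less thallium flux so channel inhibition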
# TRPC4 PAM: positive allosteric modulators of TRPC4, primary screen, cell-based, mouse TRPC4beta, HEK293 mu-opioid, Fluo-4 calcium; B-score at 10 µM; AID 2227, 2009; Short transient receptor potential channel 4 (Mus musculus), Q9QUQ5; DAMGO EC20, Fluo-4 Ca2+ flux; hits give high values; 310,000 compounds, 0.42% hits;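 active = B-score of calcium response area above 5 SD of library B-scores, with initial fluorescence ratio within 5 SD of library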;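 note: B-score of integrated fluorescence ratio over time as area under calcium response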
# KCNQ1 inh: inhibitors of human KCNQ1 channel, primary screen, cell-based, thallium flux, high-throughput; Potassium voltage-gated channel subfamily KQT member 1 (Homo sapiens), P51787; CHO-K1 KCNQ1, FluxOR thallium flux fluorescence; hits give high values; B-score at 10 µM; 310,000 compounds, 1.3% hits; AID 2642, 2010;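 active = compounds whose thallium flux B-score, printed positive for inhibition, exceeds three library SD while starting fluorescence stays within three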;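 note: channel opened by potassium depolarization with thallium stimulus after 20 min compound exposure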
# KCNK3 inh: human KCNK3 channel inhibitors, primary screen, CHO cells, FluxOR thallium flux, B-score. Potassium channel subfamily K member 3 (Homo sapiens), O14649. FluxOR fluorescence; hits give low values. B-score at 10 µM. 340,000 compounds, 0.84% hits;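 active = B-score under library mean minus 4 SD, starting fluorescence ratio at most library mean plus 5 SD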;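 note: more negative B-score means stronger inhibition of thallium flux through KCNK3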
# hERG rescue: hERG rescue from dofetilide block, primary screen, cell-based, CHO-hERG, FluxOR thallium flux, dofetilide IC70; Voltage-gated inwardly rectifying potassium channel KCNH2 (Homo sapiens), Q12809; dofetilide IC70 present; activation (rescue from dofetilide block), less the hit threshold, % at 10 µM; 310,000 compounds, 0.51% hits; AID 1511, 2009;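 active = activation above the mean of controls blocked by dofetilide plus 5 SD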;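 note: thallium influx through hERG after potassium depolarization seen as dye fluorescence rise; in these data hits start at about 4.7%; inactives centre near -7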
# KCNQ1 pot: potentiators or activators of KCNQ1 channel, primary screen, cell-based, thallium flux, high-throughput; AID 2648, 2010; CHO-K1 KCNQ1, thallium flux FluxOR fluorescence; hits give high values; Potassium voltage-gated channel subfamily KQT member 1 (Homo sapiens), P51787; B-score at 10 µM; 310,000 compounds, 0.35% hits;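 active = fluorescence ratio B-score, a plate-corrected score, at least three library SD, with initial intensity B-score within 5 SD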
#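 Assay system: CHO-K1 cells stably expressing KCNQ1. Medium: assay buffer for compound exposure, DMSO matched across wells. Timing: 37 °C overnight plating, 90-min dark dye load, 20-min compound pretreatment. Signal: kinetic FluxOR fluorescence, 10 s baseline plus 110 s post-stimulus.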
# PolyA inh: polyadenylation inhibitors in yeast reporter cells, primary screen, luminescence, S. cerevisiae; calls only at 12 µM; S. cerevisiae SKY197-pL101 polyadenylation reporter, beta-gal luminescence; efflux-impaired pdr1/pdr3 knockout yeast; score 100 = 6 SD above DMSO; AID 1875, 2009; 300,000 compounds, 0.02% hits;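 active = lowest replicate activity score at least 50, where 100 means six control SD above control mean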;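 note: yeast exposed to compound for 9 h at 30 °C; higher score means more reporter readthrough which indicates perturbed polyadenylation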
# Platelet DG rel: inhibitors of platelet dense granule secretion, primary screen, cell-based, MLPCN, human platelets | human platelet-rich plasma, SFLLRN dense granule ATP release, luminescence | inhibition, %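 (compounds screened at 7.5 µM in platelet-rich plasma)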 | 300,000 compounds, 0.22% hits;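 active = mean replicate score, as percent of positive control, at or above 50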
# TRPC4 agonist: activators of mouse TRPC4 channel, primary screen, Fluo4 calcium, HEK293 TRPC4beta/mu-opioid cells; Short transient receptor potential channel 4 (Mus musculus), Q9QUQ5; Fluo4 calcium fluorescence; hits give high values; B-score at 10 µM; 310,000 compounds, 0.49% hits;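 active = B-score above 5 SD of library B-scores, and initial fluorescence ratio not above library mean plus 5 SD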;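 note: positive B-score marks a calcium rise read as TRPC4 activation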
#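 system = HEK293 cells stably co-expressing mouse TRPC4beta and mu-opioid receptor | schedule = Fluo4 dye loading 45 min at room temperature, 110 s recording | measure = B-scored integrated calcium fluorescence ratio | signal = Fluo4 calcium-sensitive dye fluorescence, kinetic, 1 Hz baseline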
# Numbers without * were called inactive; i = inactive; . = not tested or not shown.
SMILES,TRPC4 block,DYRK1A inh,KCNK9 inh,TRPC4 PAM,KCNQ1 inh,KCNK3 inh,hERG rescue,KCNQ1 pot,PolyA inh,Platelet DG rel,TRPC4 agonist
O=c1c2sccc2n(Cc2cccc(F)c2)c(=O)n1-c1ccc(F)cc1,i,-4,i,i,i,i,-7,i,i,6,i
CC/S(CC1CC1(Cl)Cl)=N\S(=O)(=O)c1ccc(C)cc1 (configuration not stated),i,1,i,i,i,i,-9,i,i,10,i
CCCN(CCC)CCCNC(=O)CNC(=O)c1nn(-c2ccc(OC)cc2)c(=O)c2ccccc12,i,.,i,i,i,i,3,i,i,2,93*
CC(C)c1ccc(NC(=O)C2C3C=CC4(O3)C2C(=O)N(CCCN2CCCCC2)C4C(=O)NC2CCCCC2)cc1 (configuration not stated),-6*,0,i,i,i,i,-6,i,.,-1,66*
CCOc1ccccc1NC(=O)C1CCN(C(=O)C2CC(=O)N(c3ccc(C)cc3)C2)CC1 (configuration not stated),i,12,i,i,i,i,-9,i,i,14,i
CCCCSC1=C(C#N)C(c2ccccc2C)CC(=O)N1 (configuration not stated),i,6,i,i,i,i,-7,i,i,-12,i
Cc1c(N(C(=O)Cc2cccs2)C2(C(=O)NC3CCCC3)CCCCC2)c(=O)n(-c2ccccc2)n1C,i,-2,i,i,i,i,-4,i,i,10,i
Oc1ccc(C2C(c3ccccc3)=NN=C(c3ccc(Cl)cc3)N2O)c(O)c1 (configuration not stated),i,-2,i,i,i,i,-11,i,i,-5,i
O=C(Nc1ccc(O)c(-c2nc3ccccc3o2)c1)C1(c2ccc(Br)cc2)CCCC1,i,-5,i,i,i,i,-9,i,i,17,i
CNC(=O)CCn1nc(-c2ccccc2)c2ccccc2c1=O,i,3,i,i,i,i,-6,i,i,-2,i
Cc1c(Cc2ccccc2)sc(N)c1C(N)=O,i,.,i,i,i,.,-5,i,i,0,i
Cc1ccc(NC(=O)CN(C)C(=O)CSc2nncn2C)cc1,i,-1,i,i,i,i,-8,i,i,0,i
CC(=O)OCC(=O)NCC(=O)c1c[nH]c2ccccc12,i,6,i,i,i,i,-9,i,i,5,i
CC(=O)NC(Cc1ccc(F)c(F)c1)C(=O)NC1CCN(c2nnnn2-c2ccccc2)CC1 (configuration not stated),i,-4,i,i,i,i,-9,i,i,3,i
C=CC(O)(C#CCN(CC)CC)c1ccccc1 (configuration not stated),i,-1,i,i,i,i,-14,i,i,-7,i
O=C(NCC1CCCO1)c1cccc(C(=O)NCC2CCCO2)c1 (configuration not stated),i,.,i,i,i,i,-1,i,i,-6,i
CC(C)CNC(=O)CSc1nc2nn(-c3ccccc3)c(=O)c-2c2n1CCCCC2,i,.,i,i,i,i,-10,i,i,6,i
Cc1cc2c(c(SCC(=O)NCCc3ccccc3)n1)C(=O)OC2,i,-1,i,i,i,i,-13,i,i,-3,i
C=CCC1NS(=O)(=O)OC(COC)C1C (configuration not stated),i,2,i,i,i,i,-5,i,i,-3,i
COc1cc(C(CC(=O)Nc2ccc(Cl)cn2)N2Cc3ccccc3C2=O)cc(OC)c1OC (configuration not stated),i,22,i,i,i,i,-4,i,i,-2,i
O=C(O)c1ccccc1C(=O)c1ccc2c(c1)CCC2,i,9,i,i,i,i,-4,i,i,-15,i
Cc1ccsc1/C=N/NC(=O)CNC(=O)c1cccc([N+](=O)[O-])c1C,i,-2,i,i,i,i,-10,i,i,8,i
CC(C)CCNCC(O)CON=C1c2ccccc2-c2ccccc21 (configuration not stated),i,11,i,i,i,-8.8*,-22,i,i,17,66*
Cc1cc(N2CCOCC2)nc2cc(O)ccc12,i,9,i,i,i,i,-7,i,i,1,i
Cc1c(Cl)cccc1NC(=O)Cn1cccc1,i,13,i,i,i,i,-13,i,i,-2,i

# (cont.)
SMILES,TRPC4 block,DYRK1A inh,KCNK9 inh,TRPC4 PAM,KCNQ1 inh,KCNK3 inh,hERG rescue,KCNQ1 pot,PolyA inh,Platelet DG rel,TRPC4 agonist
CCc1ccc(NS(=O)(=O)c2ccc3[nH]c(=O)[nH]c3c2)cc1,i,1,i,i,i,i,-2,i,i,1,i
C=CCn1c(-c2ccc(N)cc2)nc2ccccc21,i,14,i,i,i,i,-1,i,i,-5,i
CN1C[C@@H]2C(c3ccc(Cl)nc3)C3(c4cccnc4)CC2(C3)[C@H]1c1ccccc1 (some centres not stated),i,5,i,i,i,i,-9,i,i,-3,i
Cc1cc(C)c(OCCCCNCc2ccccc2)c(Cl)c1,i,3,i,i,i,i,-16,i,i,-8,i
COc1ccc(OC)c(N(CC(=O)N2CCCC2)S(=O)(=O)c2ccc(C)cc2)c1,i,-8,i,i,i,i,-4,i,i,12,i
COc1cc(NC2CCCCC2O)c2nc(-c3ccc(Cl)cc3)ccc2c1 (configuration not stated),i,-6,i,i,i,i,-7,i,i,8,i
CC1(C(=O)NCc2ccc(Cl)c(Cl)c2)Oc2cccnc2NC1=O (configuration not stated),i,.,i,i,i,i,1,i,i,7,i
O=C(CSc1nnc(COc2cccc3cccnc23)o1)N1CCc2ccccc21,i,-6,i,i,i,i,-12,i,i,2,i
O=C(C(=O)N1CCN(c2ccccc2)CC1)c1c[nH]c2ccccc12,i,.,i,i,i,i,-6,i,i,2,i
Cc1cccc(C)c1OC(=O)C(c1ccccc1)c1ccccc1,i,-2,i,i,7*,i,-5,i,i,2,i
O=C(Cc1ccccc1)N/N=C/c1ccc(-c2ccc([N+](=O)[O-])cc2)o1,i,-2,i,i,i,i,-9,i,i,8,i
Cc1nc(Nc2ccccc2C(F)(F)F)sc1C(=O)N(C)C,i,-7,i,i,i,i,-12,i,.,0,i
COCCN(Cc1cc2cc(C)ccc2nc1Cl)C(=O)Nc1ccccc1C,i,-2,i,i,i,i,2,i,i,11,i
Cc1cc(O)ccc1NC(=S)NC(=O)c1cncc(Br)c1,i,-1,i,i,i,i,-7,i,i,-2,i
CCOc1ccccc1NC(=O)Cn1c(=O)n(-c2ccccc2)c(=O)c2oc3ccccc3c21,i,0,i,i,i,i,-9,i,i,5,i
Cc1cc(-c2cc(C(=O)Nc3ccccc3)on2)nc(NC2CCCC2)n1,i,.,i,i,i,.,-10,i,i,3,i
CCc1nn(C(C)C(=O)NCCN2CCCCCC2)c(=O)c2cc3occc3n12 (configuration not stated),i,1,i,i,i,i,-7,i,i,3,i
CS(=O)(=O)N(CC(=O)N/N=C/c1ccco1)c1ccccc1Br,i,-3,i,i,i,i,-11,i,i,-12,i
COC(=O)CC1c2ccccc2S(=O)(=O)N1Cc1ccccc1 (configuration not stated),i,1,i,i,i,i,-6,i,i,-4,i
Cc1ccc(N2C(=O)CC(N(CCc3ccccc3)C(=S)Nc3ccc(N(C)C)cc3)C2=O)cc1 (configuration not stated),i,0,i,i,i,i,-10,i,i,-1,i
CCCc1cc(C(=O)NCc2ccccc2)no1,i,-2,i,i,i,i,-10,i,i,2,i
O=C(O)c1cccc(S(=O)(=O)Nc2ccc3[nH]c(=O)[nH]c3c2)c1,i,-9,i,i,i,i,-5,i,i,-2,i
CCN1C(=O)[C@H]2[C@@H](c3ccc(C)cc3)N3C(=O)N(c4ccccc4)C(=O)[C@@]3(Cc3ccc(Cl)cc3)[C@H]2C1=O,i,.,i,i,i,i,-8,i,i,7,i
Fc1cccc(CN2CCN(c3nc4nonc4nc3NC3CC3)CC2)c1,i,-4,i,i,i,i,-12,i,i,10,i
CCN1C(=O)N[C@@H](CCc2ccccc2)C(C(C)=O)=C1C,i,9,i,i,i,i,-6,i,i,2,i

# Continuation.
SMILES,TRPC4 block,DYRK1A inh,KCNK9 inh,TRPC4 PAM,KCNQ1 inh,KCNK3 inh,hERG rescue,KCNQ1 pot,PolyA inh,Platelet DG rel,TRPC4 agonist
COc1ccc(-n2nc3c(c2NC(=O)C(C)Oc2ccccc2)CS(=O)(=O)C3)cc1 (configuration not stated),i,-4,i,i,i,i,-8,i,i,3,i
N#CC1(NC(=O)COC(=O)CN2C(=O)c3ccccc3C2=O)CCCCC1,i,4,i,i,i,i,-9,i,i,1,i
CC(=O)Nc1ccc(C(=O)c2ccccc2)cc1,i,-3,i,i,i,i,-9,i,i,13,i
O=C(Nc1c2c(nn1-c1ccc(F)cc1)CS(=O)(=O)C2)c1ccc(S(=O)(=O)N2CCOCC2)cc1,i,5,i,i,i,i,-16,i,i,1,i
O=C(O)CC(c1ccccc1F)N1Cc2ccccc2C1=O (configuration not stated),i,-2,i,i,i,i,-1,i,i,7,i
COc1ccccc1C(=O)OCCN1CCOCC1,i,-7,i,i,i,i,0,i,i,16,i
O=C1Nc2cc(C(=O)N3CCOCC3)ccc2SC1N1CCOCC1 (configuration not stated),i,-1,i,i,i,i,-11,i,i,27,i
COc1ccc(OCC(=O)NNC(=O)c2cc3ccccc3o2)cc1,i,-9,i,i,i,i,-3,i,i,-2,i
O=C(NNC1=NCCCCC1)c1ccccc1,i,2,i,i,i,i,-5,i,i,3,i
COc1ccc(NC(=O)C(=O)NCCCn2ccnc2)cc1,i,4,i,i,i,i,-4,i,i,3,i
CCN(CC(=O)Nc1c(F)cccc1F)C(=O)c1csc2c1CCCC2,i,3,i,i,i,i,-4,i,i,-14,i
NC(=O)c1c(NC(=O)c2ccccc2)sc2c1CCCC2,i,.,i,i,i,i,-2,i,i,-2,i
Cc1cc(C(F)(F)F)c2c(N)c(C(=O)NC3CC3)sc2n1,i,2,i,i,i,i,-13,i,i,2,i

# Screening results deposited in PubChem by several laboratories.

# An excerpt (hit frequency here may not be typical).
